Bioassay records (PubChem)
Tau fluor cs: counter-screen for tau fibril formation inhibitors; Potency, µM (doses to about 57.7 µM), inactives show at the top dose activity change, negative = decrease; AID 1463; tau K18 P301L (four-repeat tau fragment) Alexa594 fluorescence, heparin fibrillization; 280,000 compounds, 0.93% hits; further: on the % scale 0 is the no-effect control and ±100 the full control effect; nearly all actives have a fitted effect of over 55% in size
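Human K18 P301L tau (15 uM unlabeled plus 0.24 uM Alexa 594-labeled, final) in 100 mM sodium acetate pH 7 was mixed with compound and 20 uM heparin and incubated 6 hr at 37 C.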
ALDH1A1 block: ALDH1A1 (human) enzyme inhibition; Purified ALDH1A1, NADH fluorescence, propionaldehyde substrate; Potency, µM (highest dose often 75.3 µM), without a hit: at the top dose activity, negative = inhibition, most hits filed as inhibitors; 220,000 compounds, 7.3% hits; active means well fitted inhibition curve with a large enough effect, not every such curve was filed as active; inconclusive means small, poorly fitted or top-dose-only effect, or another doubt; inactive means no such curve, though single readings can be large or run the other way;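 further: plate controls were no enzyme wells and a reference inhibitor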
GAA spleen mod: inhibitors or activators of human alpha-glucosidase in spleen homogenate. P10253. Potency, µM (doses to about 79.9 µM), for inactives: at the top dose activity change, negative = inhibition, actives largely listed as inhibitors. human spleen homogenate, 4-MU-alpha-glucoside fluorescence. 240,000 compounds, 0.006% hits;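 further: 0% = enzyme with vehicle and -100% = no enzyme basal signal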
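AC50 values come from Hill-equation fits of concentration-response data, normalized to no-enzyme and full-activity controls. Enzyme source: 1 ug human spleen homogenate; 1 mM fluorogenic 4-MU glucoside, pH 5.0 citrate buffer, 37 C, 40 min.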
GAA inh: blocks human lysosomal alpha-glucosidase; Potency, µM (series often up to 76.9 µM), for the others: at the top dose activity change, negative = inhibition, hits mostly inhibitors; purified human GAA, 4-MU-alpha-glucoside fluorescence; 200,000 compounds, 0.005% hits;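 further: plate controls were uninhibited enzyme wells for no effect and no-enzyme background for full effect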
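Compounds are titrated up to 77 uM against 4 nM human enzyme. Substrate 4-methylumbelliferyl-alpha-D-pyranoside (400 uM) reacts 20 min at room temperature in pH 5.0 buffer; liberated 4-methylumbelliferone is read at 440 nm.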
GAA glycogen: alters human alpha-glucosidase cleavage of glycogen. recombinant GAA, glycogen substrate, Amplex Red glucose oxidase fluorescence. Potency, µM (series often up to 76.4 µM), for the others: at the highest dose activity change, negative = inhibition, most hits filed as inhibitors. 300,000 compounds, 0.38% hits. AID 2100;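 further: 0% = full enzyme reaction and -100% = no-enzyme basal signal; the screen sought inhibitors and activators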
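Recombinant enzyme (4 nM final) with compounds titrated up to 77 uM and bovine liver glycogen (30 ug) in citrate pH 5.0, 0.01% Tween-20, 37 C 40 min. Released glucose detected by Amplex Red/glucose oxidase (Ex 573/Em 610); AC50 from Hill fits.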
Epigenetic reg: regulators of epigenetic silencing causing reporter derepression in mouse cells; Potency, µM (titrated, usually from 53.9 µM), for inactives: top-dose GFP activation, usual class: activators; murine LDR cells, GFP reporter derepression, 30 h; 280,000 compounds, 0.2% hits; further: % of control where 0% means no effect; nearly all actives have a fitted effect of over 60% in size
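Reporter derepression read as number of fluorescent GFP-positive objects, 20-120 um in size, counted by laser-scanning cytometer. Mouse LDR line with an epigenetically silenced CMV-GFP locus; compound incubation 30 h, 37 C.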
GLA spleen mod: inhibitors or activators of human alpha-galactosidase in spleen homogenate; human spleen homogenate, 4MU-alpha-Gal fluorescence, 40 min; 240,000 compounds, 0.008% hits; Potency, µM (doses to about 80 µM), without a hit: at the top dose activity change, negative = inhibition, most hits filed as inhibitors;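 further: 0% = enzyme with vehicle and -100% = no enzyme basal signal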
Target sequence (P06280 32-429 limits assumed): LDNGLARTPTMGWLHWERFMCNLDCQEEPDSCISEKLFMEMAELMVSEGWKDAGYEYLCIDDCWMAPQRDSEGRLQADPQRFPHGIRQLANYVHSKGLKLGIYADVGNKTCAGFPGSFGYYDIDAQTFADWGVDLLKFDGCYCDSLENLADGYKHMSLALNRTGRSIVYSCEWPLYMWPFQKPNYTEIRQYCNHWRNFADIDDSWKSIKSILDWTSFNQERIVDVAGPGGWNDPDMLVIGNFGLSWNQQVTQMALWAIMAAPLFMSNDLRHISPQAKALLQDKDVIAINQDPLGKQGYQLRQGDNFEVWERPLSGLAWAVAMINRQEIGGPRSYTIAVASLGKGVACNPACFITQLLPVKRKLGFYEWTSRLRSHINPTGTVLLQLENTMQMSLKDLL
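Spleen homogenate 1 ug + cpd (titration) + 4-MU-alpha-D-galactopyranoside 1 mM; 37C 40 min; 50 mM citrate/phosphate pH 5.0, 0.01% Tween-20; stop pH 10; fluorescence 365/440; AC50 via Hill.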
NPSR antag: antagonists of human neuropeptide S receptor cAMP signaling; AID 1461; 220,000 compounds, 1% hits; Q6W5P4; CHO-NPSR cells, cAMP TR-FRET, antagonist mode; Potency, µM (highest dose often 38.3 µM), without a hit: top-dose activity change, negative = inhibition, actives largely listed as inhibitors; further: on the % scale 0 is the no-effect control and ±100 the full control effect; nearly all actives have a fitted effect of over 50% in size; many of its hits are not listed in these tables
Target sequence (Q6W5P4 whole entry, looked up): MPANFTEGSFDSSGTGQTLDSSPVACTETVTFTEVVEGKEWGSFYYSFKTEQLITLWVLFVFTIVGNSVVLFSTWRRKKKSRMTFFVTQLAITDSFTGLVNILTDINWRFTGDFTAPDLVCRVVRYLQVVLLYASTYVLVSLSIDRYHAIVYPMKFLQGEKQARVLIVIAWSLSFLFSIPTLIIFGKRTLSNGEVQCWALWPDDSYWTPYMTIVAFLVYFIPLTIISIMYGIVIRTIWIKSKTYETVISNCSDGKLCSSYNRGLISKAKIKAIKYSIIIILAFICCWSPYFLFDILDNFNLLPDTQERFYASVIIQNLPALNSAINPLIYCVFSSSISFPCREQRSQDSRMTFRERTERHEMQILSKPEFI
The depositor's hits bear a star; ? = inconclusive; / = not tested or not shown; [ ] = another dose, or the depositor's remark. Unless noted, the call rests on the fitted dose curve; in most records, active means well fitted curve in the direction sought with a large enough effect; inconclusive means small, poorly fitted or top-dose-only effect, or another doubt; inactive means no such curve, though single readings can be large; an effect the other way counts as inactive or inconclusive. Potency means the concentration at half of the fitted maximal effect.

1. O=C(COC(=O)c1ccc([N+](=O)[O-])o1)Nc1cccc(S(=O)(=O)N2CCOCC2)c1
2. Cc1cc(C)c(S(=O)(=O)c2c(C)cccc2C)c(Cl)n1
3. CC(C)c1ccc(C2C3=C(COC3=O)Nc3cc4c(cc32)OCO4)cc1 (stereo unspecified)
4. CCCCOc1ccc(CC2CCC(=O)NC2=O)cc1 (stereo unspecified)
5. Cc1nnc(C)n1/N=C/c1cc(Br)ccc1O
6. Cc1onc(-c2ccccc2Cl)c1C(=O)O/N=C(\N)c1ccc([N+](=O)[O-])o1
7. COCCn1c(=O)sc2ccccc2c1=O
8. O=C(COc1ccc(/C=N/NS(=O)(=O)c2ccccc2)cc1)Nc1ccccc1
compound no.	1	2	3	4	5	6	7	8
Tau fluor cs	0%	-16%	?	-2%	-8%	?	6%	?
ALDH1A1 block	1µM*	7%	?	10%	10%	13µM*	-11%	?
GAA spleen mod	-9%	-9%	7%	-1%	3%	-2%	9%	-3%
GAA inh	-5%	1%	3%	-3%	2%	3%	-1%	-7%
GAA glycogen	-5%	5%	-8%	8%	?	11%	3%	-2%
Epigenetic reg	1.3%	0.0%	1.5%	1.7%	0.0%	-1.7%	-1.4%	1.1%
GLA spleen mod	-4%	-1%	6%	3%	-3%	3%	10%	4%
NPSR antag	-5%[46.1 µM]	-13%[46.1 µM]	19%	-7%	-7%[46.1 µM]	44%	-3%	-20%[46.1 µM]

Continued, overlapping the part above by 2 compounds.
7. COCCn1c(=O)sc2ccccc2c1=O
8. O=C(COc1ccc(/C=N/NS(=O)(=O)c2ccccc2)cc1)Nc1ccccc1
9. COC(=O)c1ccc(CSc2nnnn2C)o1
10. O=C(CN1CCOCC1)Nc1ccccc1C(=O)O
11. CCCOc1ccc(N2C(=O)C3C(C(C)C)NC4(C(=O)c5ccccc5C4=O)C3C2=O)cc1 (stereo unspecified)
12. CC(C)(C)C(=O)OC/C(N)=N/OC(=O)c1ccc(Cl)cc1
13. O=C(O)C1CCN1C1CCCCC1 (stereo unspecified)
14. O=C(c1cccc(S(=O)(=O)N2CCOCC2)c1)N1CCN(c2ccc(F)cc2)CC1
15. CCOC(=O)Cc1nnc(Nc2cc(C)ccc2C)c2ccccc12
16. COc1ccccc1-n1c([S-])c(C(=O)Nc2ccccc2C(F)(F)F)[n+]2ccc(C(=O)NCCO)cc12
compound no.	7	8	9	10	11	12	13	14	15	16
Tau fluor cs	6%	?	2%	-2%	-5%	10%	2%	-4%	4%	?
ALDH1A1 block	-11%	?	-9%	-1%	?	-2%	5%	3%	2%	-10%
GAA spleen mod	9%	-3%	5%	-1%	6%	-17%	4%	-4%	7%	-17%
GAA inh	-1%	-7%	-3%	3%	-7%	-4%	4%	2%	-5%	-7%
GAA glycogen	3%	-2%	-11%	6%	-5%	6%	1%	-2%	-13%	8%
Epigenetic reg	-1.4%	1.1%	0.2%	1.5%	0.1%	-0.3%	0.7%	0.0%	-0.8%[10.1 µM]	3.1%
GLA spleen mod	10%	4%	8%	1%	15%	6%	-4%	0%	6%	-4%
NPSR antag	-3%	-20%[46.1 µM]	0%[46.1 µM]	10%[46.1 µM]	4%[46.1 µM]	-6%	-3%[46.1 µM]	-8%[46.1 µM]	-6%	-35%

17. O=S(=O)(c1cc(Cl)ccc1Br)N1CCCCC1
18. CN(C)S(=O)(=O)c1cccc(NC(=O)COC(=O)CCC(=O)c2ccc(F)cc2)c1
19. CCOC(=O)c1cccc(NC(=O)/C=C/c2cccc([N+](=O)[O-])c2)c1
20. Cn1cc([N+](=O)[O-])c(C(=O)N/N=C/c2ccc([N+](=O)[O-])cc2)n1
21. O=C(O)c1ccc2c(c1)nnn2C1CCCCC1
22. Cc1ncc([N+](=O)[O-])n1Cc1cccc2ccccc12
23. CC(C)(OC(=O)NC(=O)C(F)(F)F)C(C)(C)OC(=O)NC(=O)C(F)(F)F
24. O=C(CCC(=O)Nc1ccccc1)NNC(=O)CCc1ccccc1
compound no.	17	18	19	20	21	22	23	24
Tau fluor cs	-10%	-8%	-20%	2%	-2%	-2%	-13%	-5%
ALDH1A1 block	-5%	-8%	12%	2%	7%	5%	-6%	11%
GAA spleen mod	-9%	-2%	-2%	-5%	6%	-4%	-22%	-16%
GAA inh	-8%	-8%	2%	-7%	2%	-1%	14%	3%
GAA glycogen	6%	4%	-4%	14%	8%	10%	11%	4%
Epigenetic reg	-2.1%	0.0%	-0.9%	0.0%	-1.8%	-1.9%	-4.7%	-0.2%
GLA spleen mod	-1%	7%	-1%	-8%	5%	-5%	1%	-7%
NPSR antag	2%[46.1 µM]	12%	-7%[46.1 µM]	16%	-4%[46.1 µM]	7%	-8%	10%

Compound profiles, as listed above. Screens in order: Tau fluor cs | ALDH1A1 block | GAA spleen mod | GAA inh | GAA glycogen | Epigenetic reg | GLA spleen mod | NPSR antag
Record of O=C(CCC(=O)Nc1ccccc1)NNC(=O)CCc1ccccc1 = -5% | 11% | -16% | 3% | 4% | -0.2% | -7% | 10%
Record of Cc1ncc([N+](=O)[O-])n1Cc1cccc2ccccc12 = -2% | 5% | -4% | -1% | 10% | -1.9% | -5% | 7%
Record of O=C(O)c1ccc2c(c1)nnn2C1CCCCC1 = -2% | 7% | 6% | 2% | 8% | -1.8% | 5% | -4%[46.1 µM]

Next compounds
25. CCCNC(=O)NC(C)C12CC3CC(CC(C3)C1)C2 (stereo unspecified)
26. COc1ccc(C(=O)Nc2cccc(/C(C)=N/NC(=O)c3ccc([N+](=O)[O-])c(C)c3)c2)cc1OC
27. Cc1cccc(C(=O)NCCNC(=O)c2cccc(C)c2)c1
28. COc1ccc(NC(=O)C2CCCN2S(=O)(=O)c2ccc(C)cc2)cc1 (stereo unspecified)
29. O=C(CSc1ccccn1)N1CCN(C(=O)CSc2ccccn2)CC1
30. COC(=O)c1c(SCC(=O)Nc2ccc(C)c(C)c2)nc(=O)[nH]c1C
31. O=C(NCc1ccccc1)c1cc(=O)nc2sc(-c3ccccc3)nn12
32. CC(C)(C)C(=O)C(Cl)C(=O)Nc1ccccc1 (stereo unspecified)
compound no.	25	26	27	28	29	30	31	32
Tau fluor cs	-7%	?	11%	-19%	-3%	-24%	-8%	-12%
ALDH1A1 block	5%	?	5%	9%	-9%	/	9%	/
GAA spleen mod	-1%	-25%	-1%	0%	2%	-1%	2%	9%
GAA inh	0%	-2%	-2%	3%	-1%	/	5%	/
GAA glycogen	1%	-6%	11%	14%	5%	0%	-11%	10%
Epigenetic reg	18%	2.7%	-3.0%	-0.2%	-0.7%	-1.1%	-1.0%	2.1%
GLA spleen mod	-10%	-14%	-10%	4%	5%	1%	3%	7%
NPSR antag	-11%[46.1 µM]	?	18%	-8%[46.1 µM]	-6%[46.1 µM]	-4%	-23%[46.1 µM]	-20%

33. CC1(C)CC(=O)c2cnn(-c3nc4ccccc4[nH]3)c2C1
34. Cc1nn(C)c(C)c1CNC(=O)Nc1ccc(Cl)cc1
35. Cc1ccc(Cl)c(NC(=S)N(CCCN2CCOCC2)Cc2ccco2)c1
36. COc1ccc(NS(=O)(=O)c2ccc(C(=O)N3CCN(Cc4ccccc4)CC3)cc2)cc1
37. CN(C)c1nc(N)c([N+](=O)[O-])c(NCc2ccccc2)n1
38. Cn1cnc([N+](=O)[O-])c1Sc1ccc(C(C)(C)C)cc1
39. O=C(O)c1cc2sccc2s1
40. COC(=O)[C@@H]1[C@@H](C)N(Cc2ccccc2)C(=O)N[C@H]1c1ccccc1
compound no.	33	34	35	36	37	38	39	40
Tau fluor cs	-15%	-5%	-13%	-2%	-11%	-24%	3%	-3%[11.6 µM]
ALDH1A1 block	?	1%	-4%	3.2µM*	-12%	/	14%	-1%[13.5 µM]
GAA spleen mod	-1%	-14%	1%	4%	-2%	-9%	0%	7%[17.4 µM]
GAA inh	-4%	-8%	-13%	?	-25%	/	-7%	/
GAA glycogen	0%	12%	7%	20%	12%	-3%	0%	/
Epigenetic reg	-0.9%	-2.9%	-0.5%	-2.0%	-0.9%	-1.4%	-3.6%	/
GLA spleen mod	-2%	-22%	2%	1%	-9%	-2%	-3%	-4%[17.5 µM]
NPSR antag	9%[46.1 µM]	21%	-17%[46.1 µM]	-37%	11%	32%[7.67 µM]	14%[46.1 µM]	/

41. CCc1ccc(NC(=O)Nc2ccc3c(c2)N(C)C(=O)CS3)cc1
42. Cc1[nH]n(-c2ccccc2)c(=O)c1C=Nc1cnc2ccccc2c1
43. CN(C)CCNC(=O)/C(=C/c1ccc(-c2cccc(Cl)c2)o1)NC(=O)c1ccccc1
44. CCOC(=O)c1ccc(-c2ccc(/C=C(\C#N)C(=O)NCC3CCCO3)o2)cc1 (stereo unspecified)
45. CSC(=S)N/N=C/c1ccc(N(C)C)cc1
46. COc1ccc(CCN(C(=O)Cn2nnc3ccccc32)C(C(=O)NCC2CCCO2)c2ccncc2)cc1OC (stereo unspecified)
47. COc1ccc(C2CC(c3cccs3)=NN2C(=O)CSc2nnnn2C)cc1OC (stereo unspecified)
48. O=C(NCCN1C(=O)S/C(=C/c2ccccc2)C1=O)C1CCCN1C(=O)c1cccs1 (stereo unspecified)
compound no.	41	42	43	44	45	46	47	48
Tau fluor cs	18µM*[quencher]	-22%	-16%	-21%	?	2%	12%	2%
ALDH1A1 block	-18%	-7%	-15%	17%	?	4%	-1%	-9%
GAA spleen mod	-16%	-17%	-8%	-8%	1%	-7%	2%	-1%
GAA inh	-10%	3%	6%	-4%	3%	9%	2%	2%
GAA glycogen	-17%	1%	-3%	-4%	-3%	-10%	-5%	9%
Epigenetic reg	-4.1%	1.5%	0.0%	9.4%	0.5%	0.0%	-3.0%	-0.9%
GLA spleen mod	-4%	-5%	-4%	8%	3%	-5%	3%	4%
NPSR antag	-19%[46.1 µM]	-14%[46.1 µM]	-5%	-8%[46.1 µM]	-15%	-2%	-1%	-4%[46.1 µM]

An excerpt; rates above refer to the full screens.
